Screening data: PubChem BioAssay, National Center for Advancing Translational Sciences (NCATS)
AmpC inh no detg: blocks E. coli AmpC beta-lactamase in detergent-free assay. P00811. AmpC nitrocefin hydrolysis, absorbance 480 nm, 0.0001% Triton. Potency, µM (series often up to 57.1 µM), without a hit: at the top dose activity change, negative = inhibition, hits mostly inhibitors. 330,000 tested, 0.52% active;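 note: potency is the fitted concentration of half-maximal effect; plate controls were no compound for no effect and no enzyme for full effect; nearly all actives have a fitted effect of over 20% in size; some results filed as inactive show a strong effect at the top dose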
Target sequence (P00811 whole entry, looked up): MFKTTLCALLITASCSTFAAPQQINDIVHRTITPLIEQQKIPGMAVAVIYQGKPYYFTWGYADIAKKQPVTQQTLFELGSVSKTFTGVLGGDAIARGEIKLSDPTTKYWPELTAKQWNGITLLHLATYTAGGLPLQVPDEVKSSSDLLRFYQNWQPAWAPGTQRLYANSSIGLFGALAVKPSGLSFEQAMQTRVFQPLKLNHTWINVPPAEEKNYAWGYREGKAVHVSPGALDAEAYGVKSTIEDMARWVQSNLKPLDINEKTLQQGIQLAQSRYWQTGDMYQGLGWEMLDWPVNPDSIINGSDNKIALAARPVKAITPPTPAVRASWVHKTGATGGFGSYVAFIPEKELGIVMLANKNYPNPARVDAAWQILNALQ
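AmpC (5.3 nM in the dispensed reagent) in 20 mM phosphate pH 7.0 with 0.01% (detergent screen) or 0.0001% Triton X-100 was preincubated with compounds for 15 min at room temperature. Nitrocefin was then added from an 800 uM solution, and hydrolysis was followed at 480 nm.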
AMA1-RON2 inh: disrupts binding of P. falciparum AMA1 to RON2; AlphaScreen AMA1-biotinylated RON2 peptide binding; AID 720542; Potency, µM (highest dose often 58.2 µM), for the others: at the top dose activity change, negative = inhibition, usual class: inhibitors; 360,000 tested, 0.2% active;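 note: potency is the fitted concentration of half-maximal effect; 0% = vehicle wells and -100% = peptide control; nearly all actives have a fitted effect of over 45% in size; some results filed as inactive show a strong effect at the top dose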
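AMA1 (3D7) with his tag at 25 nM final met compounds first, then biotinylated RON2 peptide at 25 nM; detection used donor plus acceptor beads, 10 µg/mL apiece, read by AlphaScreen after 30 min at room temperature.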
Sm TGR inh: S. mansoni TGR enzyme inhibition; purified TGR, DTNB reduction, TNB absorbance 405 nm; Potency, µM (top dose mostly 114 µM), inactives show at the highest dose activity change, negative = inhibition, actives largely listed as inhibitors; 360,000 tested, 3% active; AID 485364; Q962Y6; note: potency is the fitted concentration of half-maximal effect; nearly all actives have a fitted effect of over 60% in size
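TGR 20 nM + NADPH 100 uM (dispensed conc.), cpd preinc 15 min RT; start with NADPH (500 uM addition) then DTNB (15 mM addition). Kinetic TNB absorbance, 405 nm filter. Four-parameter Hill fit across titration.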
LmPK inh: LmPK (Leishmania mexicana) enzyme inhibition. Potency, µM (highest dose often 57.5 µM), for inactives: top-dose activity change, negative = inhibition, hits mostly inhibitors. 290,000 tested, 0.37% active. purified LmPK, Kinase-Glo ATP luminescence, 1 h. Q27686; note: potency is the fitted concentration of half-maximal effect
Target sequence (Q27686 whole entry, looked up): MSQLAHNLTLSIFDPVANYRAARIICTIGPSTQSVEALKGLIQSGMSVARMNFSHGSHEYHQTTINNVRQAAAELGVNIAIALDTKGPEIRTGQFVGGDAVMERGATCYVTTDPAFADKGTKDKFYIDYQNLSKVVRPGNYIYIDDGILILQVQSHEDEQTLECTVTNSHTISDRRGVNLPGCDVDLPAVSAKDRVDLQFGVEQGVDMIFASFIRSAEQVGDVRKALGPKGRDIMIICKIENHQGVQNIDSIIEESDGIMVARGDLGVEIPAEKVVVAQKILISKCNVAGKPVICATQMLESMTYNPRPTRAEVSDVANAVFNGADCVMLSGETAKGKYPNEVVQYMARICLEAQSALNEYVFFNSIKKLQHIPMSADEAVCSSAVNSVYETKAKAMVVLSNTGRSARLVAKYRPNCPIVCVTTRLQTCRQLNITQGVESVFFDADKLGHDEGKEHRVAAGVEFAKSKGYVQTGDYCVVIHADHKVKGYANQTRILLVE
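qHTS format; LmPK 0.1 nM; substrates PEP 0.5 mM and ADP 0.1 mM. One-hour room-temperature incubation, then coupled luciferase luminescence; 0.5 nM enzyme wells mark activation.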
HCMV antiviral: blocks human cytomegalovirus replication. HFF cells, HCMV-luciferase reporter, 72 h; hits give low values. activity change, negative = inhibition, % at 57.5 µM. 410,000 tested, 4.5% active. AID 1259415; in the data active = activity change below about -60%; inconclusive = no clear call, values can overlap the other calls; inactive = above about -39%
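Two compound doses tested in HFFs infected with HCMV-luciferase, MOI 1 PFU/cell, 72 h at 37C. Lysate luminescence read with OneGlo; data normalized against buffer-only and 10uM Salinomycin inhibitor controls.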
AmpC inh detg: AmpC beta-lactamase inhibition with detergent present | P00811 | AmpC hydrolysis of nitrocefin, absorbance 480 nm, 0.01% Triton | Potency, µM (top dose mostly 114 µM), for the others: at the highest dose activity change, negative = inhibition, hits mostly inhibitors | 370,000 tested, 0.041% active | AID 485294;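 note: potency is the fitted concentration of half-maximal effect; 0% = no-compound wells and -100% = no-enzyme wells; nearly all actives have a fitted effect of over 25% in size; some results filed as inactive show a strong effect at the top dose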
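AmpC (5.3 nM in the dispensed reagent) in 20 mM phosphate pH 7.0 with 0.01% (detergent screen) or 0.0001% Triton X-100 was preincubated with compounds for 15 min at room temperature. Nitrocefin was then added from an 800 uM solution, and hydrolysis was followed at 480 nm.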
TbPYK inhibitor: inhibitors of Trypanosoma brucei pyruvate kinase; TbPYK enzyme, Kinase-Glo Plus ATP luminescence, 45 min; Potency, µM (top dose mostly 76.8 µM), for the others: at the top dose activity, negative = inhibition, hits mostly inhibitors; 410,000 tested, 0.12% active; note: potency is the fitted concentration of half-maximal effect; nearly all actives have a fitted effect of over 50% in size
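ADP (130 uM final) triggers the TbPYK reaction after compound addition; incubation is 45 min at room temperature. Kinase-Glo Plus is then added and luminescence imaged. Normalized data are fitted to concentration-effect curves.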
The depositor's hits bear a star; [ ] = remark or other dose. Unless noted, calls come from the whole dose curve; as a rule, active = well fitted curve in the direction sought with a large enough effect; inconclusive = small, poorly fitted or top-dose-only effect, or another doubt; inactive = no such curve, though single readings can be large; an effect the other way counts as inactive or inconclusive. Unless noted, % is set by controls: 0 for no effect and ±100 for the full control effect. No enrichment for hits, and some 7.4% of all compounds hit somewhere here.

What do the screens show for `S=C(NC1CCCCC1)N1CCc2ccccc2C1`?
AmpC inh no detg: -28%; AMA1-RON2 inh: -4%; Sm TGR inh: -3%; LmPK inh: -1%; HCMV antiviral: inconclusive; AmpC inh detg: 5%; TbPYK inhibitor: 0%

How did CCc1ccccc1NC1Nc2cc(C)nn2S1 (stereo not given) do in these assays?
AmpC inh no detg: -20%; AMA1-RON2 inh: 10%; Sm TGR inh: inconclusive; LmPK inh: 2%; HCMV antiviral: -5; AmpC inh detg: 9%; TbPYK inhibitor: -17%

Results for CCN(CC(=O)Nc1ccc2c(c1)OCCO2)S(=O)(=O)c1ccccc1 ?
AmpC inh no detg: -25%; AMA1-RON2 inh: 7%; Sm TGR inh: -21%; LmPK inh: 2%; HCMV antiviral: 11; AmpC inh detg: -6%; TbPYK inhibitor: -9%

Results for O=C(CN1CCN(C(=O)c2cncn2-c2ccccc2)CC1)Nc1ccccc1Cl ?
AmpC inh no detg: 31%; AMA1-RON2 inh: 2%[11.6 µM]; Sm TGR inh: -12%; HCMV antiviral: -14; AmpC inh detg: -5%; TbPYK inhibitor: -3%

How did COCCNC(C)C(=O)C12CC3CC(CC(C3)C1)C2 (stereo not given) do in these assays?
AmpC inh no detg: -14%; AMA1-RON2 inh: -2%; Sm TGR inh: -6%; LmPK inh: -6%; HCMV antiviral: -6; AmpC inh detg: inconclusive; TbPYK inhibitor: -9%

How did C=CCn1c(-c2ccc(S(=O)(=O)N3CCOCC3)cc2)csc1=Nc1ccccc1 do in these assays?
AmpC inh no detg: -3%; AMA1-RON2 inh: -6%; Sm TGR inh: -21%; LmPK inh: 4%; HCMV antiviral: -22; AmpC inh detg: -15%; TbPYK inhibitor: -2%

Results for Cc1cc(C(=O)Nc2c(C)nn(Cc3ccc(Cl)cc3)c2C)no1 ?
AmpC inh no detg: 6%; AMA1-RON2 inh: 0%; Sm TGR inh: 11%; LmPK inh: -1%; HCMV antiviral: -36; AmpC inh detg: 2%; TbPYK inhibitor: 0%

What do the screens show for `CCOCC(=O)Nc1ccccc1C(=O)O`?
AmpC inh no detg: -6%; AMA1-RON2 inh: 4%; Sm TGR inh: 1%; LmPK inh: -2%; HCMV antiviral: -8; AmpC inh detg: -5%; TbPYK inhibitor: 0%

What do the screens show for `CCOC(=O)c1c(C)oc2c1c(C(c1ccccc1)N1CCOCC1)c(O)c1ccccc12` (stereo not given)?
AmpC inh no detg: -35%; AMA1-RON2 inh: -13%; Sm TGR inh: 10µM*; LmPK inh: 4%; HCMV antiviral: 198; AmpC inh detg: 3%; TbPYK inhibitor: 2%

How did COc1ccc(C(=O)NCC(c2ccc(N(C)C)cc2)N2CCOCC2)cc1 (stereo not given) do in these assays?
Sm TGR inh: 0%; HCMV antiviral: -77*; AmpC inh detg: 4%; TbPYK inhibitor: -2%

Results for CC(C)(C)NS(=O)(=O)c1ccc2nc(NC(=O)c3ccc(N4C(=O)CCC4=O)cc3)sc2c1 ?
AmpC inh no detg: -6%; AMA1-RON2 inh: 0%; Sm TGR inh: 5%; LmPK inh: 17%; HCMV antiviral: 8; AmpC inh detg: -14%; TbPYK inhibitor: 0%

What do the screens show for `CN(C)C(=O)N(CCCN1CCOCC1)Cc1cccc2ccccc12`?
AmpC inh no detg: 69%[activator]; AMA1-RON2 inh: -6%; Sm TGR inh: -10%; LmPK inh: -4%; HCMV antiviral: 49; AmpC inh detg: -6%; TbPYK inhibitor: -6%

Results for COc1ccccc1NS(=O)(=O)c1cc(C(=O)NCc2ccncc2)ccc1C ?
AmpC inh no detg: 1%; AMA1-RON2 inh: 7%; Sm TGR inh: -3%; HCMV antiviral: -16; AmpC inh detg: -16%; TbPYK inhibitor: -6%

What do the screens show for `Cc1scc(C(=O)N/N=C/c2ccco2)c1C`?
AmpC inh no detg: -12%; AMA1-RON2 inh: 43%[activator]; Sm TGR inh: inconclusive; LmPK inh: -8%; HCMV antiviral: 13; AmpC inh detg: -3%; TbPYK inhibitor: 5%

Results for CC1=Nc2ccccc2/C1=C/c1sc(=S)n(-c2cccc(C(=O)O)c2)c1O ?
AmpC inh no detg: -4%; AMA1-RON2 inh: 1%; Sm TGR inh: -6%; LmPK inh: 0%; HCMV antiviral: 75; AmpC inh detg: -6%; TbPYK inhibitor: -5%

How did CCOc1ccc(Oc2ccccc2NC(=O)CCc2nc3ccccc3c(=O)[nH]2)cc1 do in these assays?
AMA1-RON2 inh: 14%; HCMV antiviral: 54; TbPYK inhibitor: 3%

Results for CCOC(=O)c1c(NC(=O)COC(=O)CCOc2cc(C)ccc2C)sc(C(=O)N(C)C)c1C ?
AMA1-RON2 inh: 10%[11.6 µM]; HCMV antiviral: 0; TbPYK inhibitor: -14%

Results for CC(C)C(OC(=O)c1cccs1)C(=O)NCc1ccc2c(c1)OCO2 (stereo not given) ?
AmpC inh no detg: -20%; AMA1-RON2 inh: -2%; LmPK inh: -3%; HCMV antiviral: -24; AmpC inh detg: 5%; TbPYK inhibitor: 4%

How did Cc1ccc2c(c1)cc1c(=O)[nH]ncn12 do in these assays?
AmpC inh no detg: -8%; AMA1-RON2 inh: -3%; Sm TGR inh: -13%; LmPK inh: -2%; HCMV antiviral: 100; AmpC inh detg: -11%; TbPYK inhibitor: 12%

What do the screens show for `CCOc1ccc(NC2=NC(C(=O)NCc3ccccc3)CC(=O)N2)cc1` (stereo not given)?
AmpC inh no detg: 3%; AMA1-RON2 inh: -9%; Sm TGR inh: 3%; LmPK inh: -2%; HCMV antiviral: 37; AmpC inh detg: -10%; TbPYK inhibitor: 0%

Results for CC(=O)Nc1ccc(S(=O)(=O)N(C)CC(=O)NCCC2=CCCCC2)cc1 ?
AmpC inh no detg: 122%[activator]; AMA1-RON2 inh: 11%; Sm TGR inh: -9%; LmPK inh: -4%; HCMV antiviral: -7; AmpC inh detg: -4%; TbPYK inhibitor: -1%

Results for CCOc1ccc(C(=O)CCC(=O)NN2CCCCC2)cc1 ?
AMA1-RON2 inh: -4%; HCMV antiviral: 18; TbPYK inhibitor: 1%

Results for Cc1ccc(C)c(S(=O)(=O)N2CCCOC2CNC(=O)C(=O)NCCCn2ccnc2)c1 (stereo not given) ?
AmpC inh no detg: -4%; AMA1-RON2 inh: -5%; Sm TGR inh: 4%; LmPK inh: -1%; HCMV antiviral: -17; AmpC inh detg: -6%; TbPYK inhibitor: -11%

What do the screens show for `Cc1cccc(NS(=O)(=O)c2c(C)n[nH]c2C)c1`?
AmpC inh no detg: -37%; AMA1-RON2 inh: -2%; Sm TGR inh: 0%; LmPK inh: 3%; HCMV antiviral: -20; AmpC inh detg: -3%; TbPYK inhibitor: -5%

Results for CCOC(=O)c1cc(-c2cccc(O)c2)oc1C ?
AMA1-RON2 inh: -12%; HCMV antiviral: 221; TbPYK inhibitor: 1%

How did Cc1ccsc1C(=O)N/N=C/c1ccc([N+](=O)[O-])cc1 do in these assays?
AmpC inh no detg: -21%; AMA1-RON2 inh: 8%; Sm TGR inh: 2%; LmPK inh: -25%; HCMV antiviral: 25; AmpC inh detg: 5%; TbPYK inhibitor: -6%

How did Cc1ccc(NCc2nnc(SCC(=O)N3CCc4ccccc43)n2C)cc1 do in these assays?
AmpC inh no detg: 1%; AMA1-RON2 inh: -13%; Sm TGR inh: 0%; LmPK inh: -4%; HCMV antiviral: 32; AmpC inh detg: -11%; TbPYK inhibitor: -4%

What do the screens show for `O=C(C1CCCCC1)N1C[C@@H](n2cc(-c3ccc(F)cc3)nn2)[C@H](O)C[C@@H]1c1ccccc1`?
AMA1-RON2 inh: -3%; HCMV antiviral: 0; TbPYK inhibitor: -10%

What do the screens show for `CCN(c1ccccc1)S(=O)(=O)c1ccc2[nH]c(=O)[nH]c2c1`?
AmpC inh no detg: -22%; AMA1-RON2 inh: 16%; Sm TGR inh: -1%; LmPK inh: 0%; HCMV antiviral: -27; AmpC inh detg: 3%; TbPYK inhibitor: -5%

Results for COc1ccc(OC)c(C2=NOC(C(=O)Nc3ccccc3SC)C2)c1 (stereo not given) ?
AmpC inh no detg: -14%; AMA1-RON2 inh: 23%; Sm TGR inh: 2%; LmPK inh: 3%; HCMV antiviral: 25; AmpC inh detg: inconclusive; TbPYK inhibitor: -15%

Results for COc1ccc(CNc2nc(NCc3ccc(OC)cc3)n(C(=O)c3ccccc3[N+](=O)[O-])n2)cc1 ?
AmpC inh no detg: -30%; AMA1-RON2 inh: -22%; Sm TGR inh: -4%; LmPK inh: -4%; HCMV antiviral: -31; AmpC inh detg: 0%; TbPYK inhibitor: -1%

How did COc1cc(-c2noc(C)c2C(=O)N[C@@H](CO)Cc2ccccc2)cc(OC)c1OC do in these assays?
AMA1-RON2 inh: 30%[activator]; HCMV antiviral: -4; TbPYK inhibitor: -7%

Results for Cc1ccc(OCC(=O)Nc2ccc3oc(=O)ccc3c2)c(C)c1 ?
AmpC inh no detg: -11%; AMA1-RON2 inh: 5%; Sm TGR inh: 6%; LmPK inh: -4%; HCMV antiviral: -37; AmpC inh detg: -8%; TbPYK inhibitor: 3%

Results for Cc1cc(NC(=O)C(C)SCC(=O)Nc2ccccc2N2CCCCC2)no1 (stereo not given) ?
AmpC inh no detg: 16%; AMA1-RON2 inh: 1%; Sm TGR inh: 7%; HCMV antiviral: -19; AmpC inh detg: 1%; TbPYK inhibitor: 5%

How did CC1(C)C[C@H]2C3=CCC4[C@@]5(C)CC[C@H](O)[C@](C)(CO)C5CC[C@@]4(C)[C@]3(C)CC[C@@]2(C)[C@H](O)[C@@H]1O (stereo not given in full) do in these assays?
AmpC inh no detg: -25%; AMA1-RON2 inh: -7%; HCMV antiviral: 28; TbPYK inhibitor: 4%

What do the screens show for `Cc1ccccc1OCc1n[nH]c(=S)n1-c1cccc(Cl)c1`?
AmpC inh no detg: -4%; AMA1-RON2 inh: 93%[activator]; Sm TGR inh: 4%; LmPK inh: -21%; HCMV antiviral: 32; AmpC inh detg: -4%; TbPYK inhibitor: inconclusive
